Assay outcomes (PubChem)
KDM4E inh: blocks human JMJD2E demethylase activity; B2RXH2; hit rate 1.6% among 230,000; AID 2147; JMJD2E catalytic domain, FDH-coupled NADH fluorescence (FDH is formaldehyde dehydrogenase); Potency, µM (doses to about 57.1 µM), without a hit: at the top dose activity change, negative = inhibition, most hits filed as inhibitors; active means well fitted inhibition curve with a large enough effect, not every such curve was filed as active; inconclusive means small, poorly fitted or top-dose-only effect, or another doubt; inactive means no such curve, though single readings can be large or run the other way;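 further: 0% = wells with enzyme and -100% = buffer wells without enzyme; nearly all actives have a fitted effect of over 50% in size; many of its hits are not listed in these tables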
TRb SRC2 PPI: inhibitors of human thyroid hormone receptor beta-SRC2 interaction; P10828; TRbeta-SRC2 peptide binding, fluorescence polarization; receptor liganded with 1 µM T3; Potency, µM (titrated, usually from 106 µM), inactives show top-dose activity change, negative = inhibition, hits mostly inhibitors; hit rate 0.065% among 280,000; AID 1469;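 further: plate controls were bound peptide for no effect and peptide without receptor for full effect; nearly all actives have a fitted effect of over 50% in size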
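Human TRb LBD (0.6 uM) plus Texas Red-labeled SRC2 peptide (20 nM), 1uM T3, 5% DMSO, 5 hr at ambient temperature. Decreased polarization (555/632 nm) flags inhibition; data normalized to free and bound peptide controls.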
Tau fibril FP: tau fibrillization inhibition (FP). K18 P301L tau heparin fibrillization, Alexa594 FP, 6 h. AID 1468. P10636. hit rate 0.39% among 280,000. Potency, µM (series often up to 57.7 µM), for inactives: at the top dose activity, negative = inhibition, usual class: inhibitors; further: nearly all actives have a fitted effect of over 55% in size
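Compound effects on tau fibrillization are measured by Alexa 594 fluorescence polarization (ex 555, em 632 nm). K18 P301L tau is used at 15 uM with 0.24 uM labeled tracer, and 20 uM heparin induces aggregation over 6 hr at 37 C.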
RECQ1 inh: blocks DNA unwinding by human RECQ1 | P46063 | RECQ1 DNA unwinding, red fluorescence kinetic read | Potency, µM (highest dose often 57.3 µM), for inactives: at the highest dose activity, negative = inhibition, most hits filed as inhibitors | hit rate 0.54% among 240,000 | AID 2549;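 further: plate controls were vehicle for no effect and no enzyme for full effect; nearly all actives have a fitted effect of over 30% in size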
Target sequence (P46063 whole entry, looked up): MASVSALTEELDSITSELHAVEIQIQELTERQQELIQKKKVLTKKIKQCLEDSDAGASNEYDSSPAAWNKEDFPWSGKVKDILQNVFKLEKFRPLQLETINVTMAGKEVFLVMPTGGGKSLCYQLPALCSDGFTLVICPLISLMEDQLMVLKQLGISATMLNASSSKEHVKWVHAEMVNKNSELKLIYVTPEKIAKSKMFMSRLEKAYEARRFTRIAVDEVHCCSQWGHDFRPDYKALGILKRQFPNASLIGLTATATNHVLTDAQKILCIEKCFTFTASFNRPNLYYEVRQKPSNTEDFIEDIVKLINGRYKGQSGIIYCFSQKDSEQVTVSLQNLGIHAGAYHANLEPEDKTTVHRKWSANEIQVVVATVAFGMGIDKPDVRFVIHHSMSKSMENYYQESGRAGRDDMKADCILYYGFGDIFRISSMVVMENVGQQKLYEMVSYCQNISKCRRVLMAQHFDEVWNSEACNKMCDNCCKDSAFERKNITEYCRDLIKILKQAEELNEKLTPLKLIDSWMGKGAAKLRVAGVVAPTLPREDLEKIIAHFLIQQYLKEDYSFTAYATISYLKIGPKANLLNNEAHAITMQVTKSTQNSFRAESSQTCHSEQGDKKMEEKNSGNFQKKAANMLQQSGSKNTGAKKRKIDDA
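50 nM RECQ1T1 preincubated 15 min with compound in Tris pH 8.0 buffer with MgCl2, DTT, Tween-20 and 2.5 ug/ml poly(dI-dC); started with 200 nM TAMRA/BHQ-2 forked duplex and 2 mM ATP. Unwinding read as fluorescence (525/598 nm), two reads 2 h apart.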
GoLoco inh red: blocks human Gai1 binding to RGS12 GoLoco peptide, red readout. P63096. Gai1:RGS12 GoLoco peptide FP, rhodamine, 10 min. Potency, µM (top dose mostly 61.6 µM), without a hit: at the highest dose activity, negative = inhibition, most hits filed as inhibitors. hit rate 0.44% among 230,000. AID 880; active means well fitted inhibition curve with a large enough effect, not every such curve was filed as active; inactive means no such curve, though single readings can be large or run the other way; further: nearly all actives have a fitted effect of over 30% in size; many of its hits are not listed in these tables
Target sequence (P63096 whole entry, looked up): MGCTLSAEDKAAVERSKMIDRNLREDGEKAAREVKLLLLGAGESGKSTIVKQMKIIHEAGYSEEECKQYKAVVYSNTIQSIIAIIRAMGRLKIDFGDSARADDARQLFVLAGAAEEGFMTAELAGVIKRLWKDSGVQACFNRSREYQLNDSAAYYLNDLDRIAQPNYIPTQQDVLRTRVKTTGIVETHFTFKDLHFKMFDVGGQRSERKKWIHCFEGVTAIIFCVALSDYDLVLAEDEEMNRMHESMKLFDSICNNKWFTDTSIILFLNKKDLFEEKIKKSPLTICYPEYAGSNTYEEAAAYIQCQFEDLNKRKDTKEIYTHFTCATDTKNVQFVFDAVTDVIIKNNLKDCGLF
TR SRC2 fluor cs: Texas Red fluorescence interference in TRb-SRC2 counter-screen. hit rate 0.29% among 280,000. Potency, µM (doses to about 106 µM), inactives show at the highest dose fluorescence change, negative = quenching. TRb/SRC2 Texas Red total fluorescence interference; active means well fitted curve in either direction with a large enough effect; inconclusive means small, poorly fitted or top-dose-only effect
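Human TRb ligand-binding domain at 0.6 uM with 20 nM Texas Red SRC2 peptide in Tris buffer containing 1 uM T3 and 5% DMSO, incubated with compound 5 h at ambient temperature. Total fluorescence (555/632 nm) calculated as parallel + 2 × perpendicular.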
L3MBTL1 block: inhibitors of human L3MBTL1; Q9Y468; hit rate 0.66% among 230,000; AlphaScreen L3MBTL1–H3K9me1 peptide binding; Potency, µM (titrated, usually from 57.1 µM), inactives show at the highest dose activity, negative = inhibition, most hits filed as inhibitors; AID 485360; further: nearly all actives have a fitted effect of over 60% in size
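AlphaScreen assay: L3MBTL1 (50 nM final) was preincubated 30 min at room temperature with biotinylated H3(1-15)K9me1 peptide (75 nM final), then 30 min with library compounds; streptavidin donor and nickel chelate acceptor beads (10 ug/mL final) added, 30 min dark.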
Tau ThT inhib: tau fibrillization inhibition (ThT binding); P10636; recombinant tau K18 P301L (four-repeat tau fragment), heparin-induced fibrillization, ThT fluorescence; Potency, µM (top dose mostly 57.4 µM), for the others: top-dose activity, negative = inhibition, actives largely listed as inhibitors; hit rate 2.1% among 270,000; AID 1460; further: nearly all actives have a fitted effect of over 55% in size
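Heparin-induced (20 uM) aggregation of recombinant human K18 P301L tau, 15 uM unlabeled with 0.24 uM labeled, pH 7 acetate buffer, 6 hr at 37 C with compound. Fibrils quantified by 30 uM ThT fluorescence after 1 hr ambient incubation.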
Starred values were filed as active, the others as inactive; i = inactive; ? = inconclusive; . = not tested or not shown; & = joins results of further samples; [ ] = remark or other dose. Unless noted, the call rests on the fitted dose curve; in most records, active means well fitted curve in the direction sought with a large enough effect; inconclusive means small, poorly fitted or top-dose-only effect, or another doubt; inactive means no such curve, though single readings can be large; an effect the other way counts as inactive or inconclusive. Unless noted, on the % scale 0 is the no-effect control and ±100 the full control effect; potency means the concentration at half of the fitted maximal effect. Not all compounds are listed; rates above refer to the full screens.

Values run as follows: KDM4E inh, TRb SRC2 PPI, Tau fibril FP, RECQ1 inh, GoLoco inh red, TR SRC2 fluor cs, L3MBTL1 block, Tau ThT inhib
> Cc1cccc(C)c1NC(=O)Nc1csc2c1CCCC2
 : ., -2%, -5%, ., ., 0%, ., -1%
> COc1ccc(OCc2ccc(C(=O)O)cc2)cc1
 : -2%, -14%, 4%, -2%, 10%, -2%, ., 3%
> Cc1ccc(C(=O)c2c(C)oc3c2C(=O)C(=O)c2ccccc2-3)cc1
 : 6%, ?, ?, ?, -5%, -7%, ?, 3.5µM*
> O=C(COC(=O)C1CCN(S(=O)(=O)c2cccs2)CC1)NCc1ccc(F)cc1
 : 1%, 7%, -4%, -17%, 24%, -1%, 12%, 1%
> O=C1CCN(S(=O)(=O)c2ccccc2)C2CCCCC12 (stereo unspecified)
 : 1%, -8%, -12%, -2%, -4%, -1%, -3%, -11%
> Cc1ccc(NC(=O)COC(=O)c2cccnc2Cl)cc1S(=O)(=O)N1CCCCC1
 : -2%, -1%, -2%, -6%, 1%, 1%, 14%, 13%
> COc1ccc(C(=O)C(CCC(CNC(C)(C)C)C(=O)c2ccc(OC)cc2)CNC(C)(C)C)cc1 (stereo unspecified)
 : 3%, -4%, -4%, -2%, -3%, -4%, 3%, -9%
> CC(C)NC[C@@H](O)COc1ccccc1-n1cccc1
 : 12%, -1%, 1%, -6%, 8%, 0%, ., -10%
> CCC(CO)Nc1ncnc2c1cnn2-c1ccc(C)cc1 (stereo unspecified)
 : ., 4%, -14%, ., ., -1%, ., -1%
> CCOCCc1nn2c(=O)cc(COC(=O)c3ccccc3NC(=O)c3ccccc3F)nc2s1
 : ., 1%, -8%, ., ., -1%, ., -9%
> Cc1nc2ccccc2n1/C(=N\S(=O)(=O)c1ccccc1)c1ccccc1
 : 11%, -4%, -7%, -2%, ., 0%, 9%, 3%
> O=[N+]([O-])c1ccc(/C=N/N2CCN(c3ccncc3S(=O)(=O)N3CCCCC3)CC2)cc1
 : 10%, 6%, -7%, 0%, -1%, -3%, -5%, ?
> O=C(C1CCN(S(=O)(=O)c2cccc3cccnc23)CC1)N1CCCC1
 : -1%, -6%, 3%, -2%, 9%, -2%, 6%, 1%
> Cc1cccc(C(=O)N2CCC(n3nnc4cc(F)ccc43)CC2)c1
 : -5%, -1%, -9%, -9%, -4%, 0%, -1%, -11%
> CCCN(CCC)C(=O)c1nn(C)c2c1CSc1ccccc1-2
 : ., -8%, -13%, ., ., ?, ., 1%
> COc1ccc(-c2nc(-c3cccs3)no2)cc1
 : ?, -4%, -11%, -6%, 5%, -3%, ., .
> COc1cc2[nH]c(=O)c(C(=O)NCCCN3CCOCC3)c(O)c2cc1OC
 : ?, 4%, -8%, -1%, 8%, -6%, 3%, -17%
> Cc1ccc2nc(CSc3nnc(NC(=O)CC(C)C)s3)cc(=O)n2c1
 : ., 2%, -3%, ., ., 1%, ., 1%
> CC(=O)Nc1ccc(S(=O)(=O)NC2(C(F)(F)F)NC(=O)N(c3ccccc3F)C2=O)cc1 (stereo unspecified)
 : -1%, 5%&-3%, -2%&-3%, 24%, 16%, 2%&-2%, -12%, -7%&-8%
> CCOc1ccc(S(=O)(=O)NCCOC)cc1C
 : -2%, 0%, -2%, 3%, 2%, -3%, ., 8%
> CCCCCn1c(=O)[nH]c2cc(C(=O)NCCN(CC)CC)ccc2c1=O
 : ?, -4%, -7%, -2%, 7%, 1%, 0%, -6%
> CCCCn1c(O)c(/C=C/C=C/C=Nc2ccccc2)sc1=S
 : -10%, 19%, ?, 32µM*, 77%[activator], 16%, -16%, 3.2µM*
> CC(=O)Nc1ccc2c(c1)ncn2-c1ccccc1
 : 0%, 5%, -5%, 0%, -3%, 1%, 6%, -5%
> Clc1cc2c(c(CSc3nc4ccccc4n4cccc34)c1)OCOC2
 : 1%, 8%, -13%, -2%, 4%, 1%, 12%, 3%
> CCOc1ccc(/C=N/NC(=O)c2c(C)n(C)c3ccc(OC)cc23)cc1
 : -5%, -1%, 11%, -2%, 1%, -2%, 4%, ?
> O=C(NC(=S)Nc1ccccc1N1CCCC1)c1ccco1
 : -25%, -3%, -3%, 11%, 6%, -6%, -6%, ?
> Cc1cccc(C)c1NC(=O)COC(=O)c1ccc2c(c1)OCO2
 : -11%, 0%, 1%, i, 13%, 2%, -3%, 2%
> CCOC(=O)c1[nH]cnc1C(=O)Nc1cccc(OC)c1
 : ?, -10%&1%, 13%, -5%, 12%, -3%&-1%, ., 22%
> COC(=O)c1cc(NC(=O)Cc2coc3cc(OC)ccc23)cc(C(=O)OC)c1
 : 47%[activator], -4%, -15%, -11%, -1%, 3%, -2%, ?
> NC(=O)c1nc(C2CCCCC2)nc2c1[nH]c(=O)n2-c1ccc(F)cc1
 : -3%, 5%, 0%, -1%, 13%, 3%, 4%, -4%
> CCCCc1nnc(NC(=O)C(=O)OCC)s1
 : 5%, -3%, -2%, -2%, 8%, -2%, 15%, -3%
> CCOC(=O)C1=C(N)OC2=C(C(=O)CCC2)C1c1sccc1C (stereo unspecified)
 : 2%, -4%, -5%, i, 0%, 3%, -5%, -3%
> CCOc1ccc(-c2ccc(NS(=O)(=O)c3cc(C)ccc3OC)cc2)nn1
 : ., 1%, -1%, ., ., -5%, ., -14%
> CN(C)S(=O)(=O)Oc1cccc(C(=O)Nc2ccc([N+](=O)[O-])cc2)c1
 : 7%, 4%, -14%, 10%, 7%, -2%, -29%, -6%
> O=C(NC(=S)NCC1CCCO1)c1ccc(Cl)cc1 (stereo unspecified)
 : 7%, -8%, -5%, -2%, 1%, 3%, -5%, -3%
> Cc1cc(C)c2nncn2n1
 : ?, -3%, -6%, -15%, -1%, -4%, ., .
> CC1CCCCN1CCCn1c(=S)[nH]c2ccccc2c1=O (stereo unspecified)
 : -9%, -4%, -9%, -6%, 7%, -1%, -14%, -8%
> O=C(Cc1ccccc1)Nc1sc2c(c1C(=O)Nc1ccc(Br)cc1)CCC2
 : ., 1%, -10%, ., ., -9%, ., -1%
> O=C(CCc1nnc(-c2ccc3c(c2)OCO3)o1)N1CCC(c2ccc(F)cc2)C1 (stereo unspecified)
 : ?, 1%[53 µM], 9%, i, 13%, -1%[53 µM], -1%, ?
> COc1ccc(-n2c(=O)c3c4c(sc3n3c(=S)[nH]nc23)COC(C(C)C)C4)cc1 (stereo unspecified)
 : -2%, 5%, -5%, 23%, -11%, -2%, 2%, -13%
> COC(=O)CN(c1cccc(OC)c1)S(C)(=O)=O
 : 4%, -16%, ?, -6%, -12%, 0%, -6%, 4%
> O=C(c1ccccc1)c1ccccn1
 : 29%, -10%, -6%, -16%, -17%, 3%, ., -1%
> Cc1noc(NS(=O)(=O)c2ccc(NC(=O)c3ccc(OC(C)C)cc3)cc2)c1C
 : -7%, 7%[53 µM], 11%, i, 24%, -1%[53 µM], -12%, -12%
> O=C(CCCCCn1c(SCC(=O)c2ccccc2)nc2ccccc2c1=O)NCc1ccco1
 : -4%, -4%, -10%, -8%, -12%, 1%, -5%, -6%
> O=C(c1cccs1)N1CCN(CCc2ccccc2)CC1
 : 7%, -6%, 4%, -16%, 6%, -1%, 3%, -3%
> Cc1cc(=O)n2[nH]c(COc3ccccc3)nc2n1
 : 4%, -11%, 1%, -3%, -2%, -2%, 11%, -4%
> CCOc1ccc(C(=O)Nc2nc3ccccc3[nH]2)cc1OCC
 : -3%, 9%, -1%, i, 8%, -2%, -11%, 9%
> COCCNC(=O)CNS(=O)(=O)c1ccc2nc(C)sc2c1
 : -3%, 1%, 0%, -5%, -3%, 0%, 13%, -3%
> Cc1ccc(/C=N/n2c(-c3ccccn3)n[nH]c2=S)o1
 : -8%, -4%, -10%, -9%, 1%, 1%, ?, -4%
> CCc1c(C)nc2ncnn2c1NCCc1ccc(OC)cc1
 : 0%, 2%, -2%, i, -2%, -1%, -1%, -11%
> Cc1c(NC(=O)CC(C)C)c(=O)n(-c2ccccc2)n1C
 : 8%, 3%, -2%, -3%, 5%, -3%, 4%, -4%
> Cc1cnc(NC(=O)C2COc3ccccc3O2)s1 (stereo unspecified)
 : -3%, 3%, -1%, -25%, 11%, -5%, -8%, -5%
> Cc1nn(C)c(Cl)c1CN1CCN(C2CCCCC2)C(CCO)C1 (stereo unspecified)
 : 0%, 11%, -15%, -16%, 14%, -10%, 11%, -8%
> Cc1ccc(Cn2ccn(CC(=O)Nc3c(C)cc(C)cc3C)c(=O)c2=O)cc1
 : ., 3%, 2%, ., ., -25%, ., -14%
> COc1ccc(N2CCCn3c2nc2c3c(=O)n(Cc3ccc(F)cc3)c(=O)n2C)c(OC)c1
 : -1%, 0%, 5%, -10%, -2%, 0%, ., -1%
> Cc1cc(=O)n2c(n1)NC(Nc1cccc(C)c1C)=NC2c1ccccc1 (stereo unspecified)
 : -11%, -8%, 5%, -4%, 5%, -3%, 2%, -2%
> COc1ccccc1N(CC(O)CN1C(=O)NC(C)(C)C1=O)S(=O)(=O)c1ccc(C)cc1 (stereo unspecified)
 : 0%, -13%, -6%, -15%, 9%, 3%, -2%, -9%
> COC(=O)Nc1ccc(=O)n(Cc2c(Cl)cccc2Cl)c1
 : ?, -3%, -2%, -6%, -7%, -2%, -6%, -8%
> O=C(NNc1c2ccccc2nc2ccccc12)c1cc2ccccc2cc1O
 : ?, -5%, -13%, -22%, 67%[activator], ?, ?, 2µM*
> Cn1c(N)c(C(=O)COC(=O)CCC(=O)c2ccc(F)cc2)c(=O)n(C)c1=O
 : 7%, 0%, 7%, i, 10%, 0%, 4%, 2%
> CC(=O)Nc1ccc(NC(=O)c2oc3c(c2C)-c2nn(Cc4ccccc4Cl)cc2CC3)cc1
 : ., -6%, -15%, ., ., 0%, ., -1%
> O=C(CSc1nnc(CNC(=O)c2ccccc2F)o1)NCc1ccccc1
 : -1%, -5%, 5%, -5%, 3%, -8%, ., -7%
> Cc1nc2cccnc2n1-c1cccc(C(=O)NCCc2ccc(Cl)cc2)c1
 : ., -2%, 0%, ., ., 0%, ., -12%
